High-throughput results from PubChem BioAssay.
CHO-K1 Ca PAM = counter-screen for M1 PAMs: effect in parental CHO-K1 cells; ATP EC20, Fluo-8 calcium fluorescence; 0% at ATP EC20, 100% at ATP max; activation, % at 3 µM; 0.02% of 360,000 active; AID 602247;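 active = activation above the run cutoff, the mean activation of all test compounds plus 3 SD, cut at about 40% in these data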;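 note: peak over basal fluorescence ratio in a 140 s read after ATP addition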
CHRM5 PAM = positive allosteric modulators of human muscarinic M5 receptor. P08912. CHO-K1 hM5, Fluo-8 calcium, ACh EC20 PAM; 0% = ACh EC20, 100% = ACh EC100. activation, % at 3 µM. 0.3% of 360,000 active. AID 624038;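 active = activation above the run cutoff, the mean activation of all test compounds plus 3 SD, cut at about 18% in these data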
Target sequence (P08912 whole entry, looked up): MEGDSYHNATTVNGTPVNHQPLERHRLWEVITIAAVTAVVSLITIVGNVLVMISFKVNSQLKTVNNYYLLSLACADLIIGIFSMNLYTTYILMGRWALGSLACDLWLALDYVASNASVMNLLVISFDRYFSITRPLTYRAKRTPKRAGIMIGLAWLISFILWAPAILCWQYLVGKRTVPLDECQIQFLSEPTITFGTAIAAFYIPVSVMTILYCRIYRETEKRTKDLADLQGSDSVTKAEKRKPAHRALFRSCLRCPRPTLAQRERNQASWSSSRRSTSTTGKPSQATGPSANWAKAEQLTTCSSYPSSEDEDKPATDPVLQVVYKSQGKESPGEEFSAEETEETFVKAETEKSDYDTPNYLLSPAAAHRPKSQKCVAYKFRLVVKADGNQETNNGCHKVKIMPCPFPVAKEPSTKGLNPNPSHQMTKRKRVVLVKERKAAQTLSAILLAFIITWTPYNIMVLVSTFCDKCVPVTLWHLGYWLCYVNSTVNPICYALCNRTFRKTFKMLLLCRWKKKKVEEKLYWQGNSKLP
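Probe or stimulus: acetylcholine, EC20 level; Assay system: human M5 receptor in CHO-K1 cells; Schedule: compound preincubation 140 s before EC20 acetylcholine addition; Technique: intracellular calcium via Fluo-8 fluorescence; Dosing: single-point, 3 µM nominal; Read-out basis: percent activation from peak-over-basal fluorescence ratio, scaled EC20-to-EC100 acetylcholine; Repeats: one well per compound, no replicates.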
CRFBP-R2 agonist = CRF-BP/CRF-R2 complex agonism. HEK293 CRF-R2/CRF-BP, calcium dye fluorescence (FLIPR); percent of saturating CRF peptide response. activation, % at 13.2 µM. 0.46% of 350,000 active. AID 588473;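 active = activation of at least 50%, plus an integration ratio under a set limit after plate pattern correction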;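 note: plate controls were neutral control wells without compound for no effect and CRF at EC100 for full effect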
TAAR1 antag = human TAAR1 antagonism. Q96RJ0. CHO RD-HGA16 TAAR1, Fluo-8 calcium fluorescence, antagonist. inhibition, % at 3 µM. 1.5% of 360,000 active. AID 624466;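 active = inhibition above a per-plate cutoff, the mean inhibition of test compounds on that plate plus 3 SD, cut at about 49% in these data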;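 note: 0% = DMSO plus EC80 beta-PEA response and 100% = DMSO alone without agonist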
Target sequence (Q96RJ0 whole entry, looked up): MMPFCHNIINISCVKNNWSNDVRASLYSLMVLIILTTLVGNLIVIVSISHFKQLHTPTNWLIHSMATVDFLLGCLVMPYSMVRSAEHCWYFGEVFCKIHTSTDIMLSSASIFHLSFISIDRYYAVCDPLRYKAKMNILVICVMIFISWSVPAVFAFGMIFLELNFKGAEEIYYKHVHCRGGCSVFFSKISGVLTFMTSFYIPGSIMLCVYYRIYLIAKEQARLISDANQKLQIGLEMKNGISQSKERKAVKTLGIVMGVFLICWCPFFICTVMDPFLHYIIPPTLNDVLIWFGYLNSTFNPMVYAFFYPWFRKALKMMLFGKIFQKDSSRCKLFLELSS
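Material: CHO RD-HGA16 cells bearing hTAAR1; compound dosing: one-point dosing, 3 µM nominal final; schedule: dye loading 75 min at 37 °C, then 30 min room temperature; measured by: calcium fluorescence with Fluo-8; control set: vehicle and agonist controls; replication: n of 1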
M4 PAM = potentiates acetylcholine response at human M4 receptor | CHO-K1 hM4/Gqi5, Fluo-8 calcium fluorescence, ACh EC20; 0% = ACh EC20, 100% = maximal ACh | 0.4% of 360,000 active | activation, % at 3 µM | AID 624126;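 active = activation above its plate's cutoff, the mean activation of sample wells plus 3 SD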; note: some results filed as inactive read as strong as hits
CHRM5 antagonist = blocks acetylcholine activation of human M5 receptor; P08912; CHO-hM5 cells, Fluo-8 calcium fluorescence, ACh EC80; inhibition, % at 3 µM; 0.59% of 360,000 active; AID 624040;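 active = inhibition above a per-plate cutoff, the mean of that plate's test compounds plus 3 SD, cut at about 27% in these data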;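 note: 0% = acetylcholine EC80 with DMSO and 100% = DMSO without agonist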
CRFR2-BP antag = antagonists of CRF-binding protein/CRF-R2 receptor complex. HEK293 CRF-R2/CRF-BP, CRF-induced calcium fluorescence. inhibition, % at 11.8 µM. 0.59% of 350,000 active. AID 588475;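 active = inhibition of the ligand-induced calcium signal above about 50% at the single tested concentration, limit read from the data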
TAAR1 ag = human TAAR1 agonism; CHO RD-HGA16 TAAR1, Fluo-8 calcium fluorescence; vehicle wells 0%, saturating PEA agonist 100%; activation, % at 3 µM; Q96RJ0; 0.99% of 360,000 active;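 active = activation above the mean activation of all test compounds in the run plus 3 SD, cut at about 38% in these data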
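Test system: RD-HGA16 (CHO) cells co-expressing Gα16 and hTAAR1; dosing: one-point dosing at 3 µM (nominal); timing: 17-24 h seeding, 75 min 37 °C dye, 30 min RT; signal: kinetic Fluo-8 calcium fluorescence; read-out basis: % activation relative to PEA EC100 response; controls: DMSO and PEA EC100; replicates: n 1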
M5 ag = CHRM5 agonism in calcium assay; activation, % at 3 µM; P08912; 0.19% of 360,000 active; AID 624037; CHO-K1 hM5 cells, Fluo-8 calcium fluorescence; 0% DMSO wells, 100% maximal acetylcholine response;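 active = activation above the run's mean over test compounds plus 3 SD, cut at about 23% in these data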;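 note: signal is peak over basal fluorescence ratio across the kinetic read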
Starred values were filed as active, the others as inactive; nt = no result given.

No.	structure	CHO-K1 Ca PAM	CHRM5 PAM	CRFBP-R2 agonist	TAAR1 antag	M4 PAM	CHRM5 antagonist	CRFR2-BP antag	TAAR1 ag	M5 ag
1	O=C(Nc1ccc(SC(F)F)cc1)c1ccc2c(=O)n3c(nc2c1)CCC3	-2	-1	74*	11	3	2	6	8	3
2	CCc1nnc(NC(=O)CSc2nccn2-c2ccccc2)s1	-9	1	-1.2	-3	-2	0	-9	-3	1
3	Cc1ccc(C2Oc3ccccc3C3=C2C(c2cccs2)n2ncnc2N3)cc1 (centres undefined)	10	-10	1.2	-10	-9	-1	-9	7	-9
4	COc1ccc(C=CC(=O)c2ccc3cc(OC)c(OC)cc3c2)cc1OC	24	-9	-0.4	46	-4	3	13	12	2
5	CC(=O)Nc1cc2c(cc1NC(=O)c1cnccn1)OCCO2	-4	-6	0.4	13	7	2	-24	2	-4
6	CCC12CC3CC(C1)CC(C(=O)NNC(N)=O)(C3)C2	13	-8	1.1	-13	-24	11	0	0	5
7	CCN(CC)CCCNC(=O)c1cc(Nc2ccc(OC)cc2OC)nc2ccccc12	-9	4	1.0	-2	6	-3	-11	6	-5
8	CN(C(=O)CSc1nc2ccccc2o1)C1CCCCC1	10	-8	0.0	-2	-6	8	-4	0	-2
9	COc1ccc(C)cc1CN(C)c1ccc(S(=O)(=O)N2CCN(C)CC2)cn1	-6	9	1.0	-22	7	-2	-2	0	-2
10	Cc1cccc(NC(=O)CCS(=O)(=O)c2cccc3nsnc23)c1C	18	-6	0.0	-4	5	0	11	5	-2

Entries by screen from the list.
Compounds 1 to 10 in CRFR2-BP antag read 6, -9, -9, 13, -24, 0, -11, -4, -2, 11
Compounds 1 to 10 in TAAR1 antag read 11, -3, -10, 46, 13, -13, -2, -2, -22, -4

Carrying on:
No.	structure	CHO-K1 Ca PAM	CHRM5 PAM	CRFBP-R2 agonist	TAAR1 antag	M4 PAM	CHRM5 antagonist	CRFR2-BP antag	TAAR1 ag	M5 ag
11	Cc1ccccc1CSc1nnc(NC(=O)C2COc3ccccc3O2)s1 (centres undefined)	19	1	-3.5	-8	8	-3	-61	7	1
12	C[C@H]1COc2cc(N(C)CCO)ccc2S(=O)(=O)N1	8	-3	nt	-10	3	3	nt	1	1
13	COCCN(Cc1nc2ccccc2c(=O)[nH]1)C(=O)COc1cccc(C(C)=O)c1	6	4	-2.2	3	0	7	12	9	2
14	Clc1ccc(-n2nnc(-c3cccnc3Cl)n2)cn1	11	2	-0.6	9	13	-3	-2	2	4
15	COc1ccc(NS(=O)(=O)c2ccc(NC(=O)c3ccc(N(C)S(C)(=O)=O)cc3)cc2)cc1	16	-4	0.7	16	0	1	-8	4	3
16	O=c1c(-c2ccccc2)coc2c(CN3CCOCC3)c(O)ccc12	10	-2	-0.2	-26	-1	4	11	8	-2
17	Cc1ccc(S(=O)(=O)NCC(=O)NC2CCCC2)cc1	-1	0	-1.5	8	6	-8	-13	6	1
18	Cc1cc(C)nc(NC(=O)c2ccc([N+](=O)[O-])o2)n1	27	3	-0.5	7	-2	0	14	2	-2
19	CCN(CC)CCN(Cc1cc2cc3c(cc2[nH]c1=O)OCO3)C(=S)NCCOC	0	1	0.5	-7	-4	-6	4	1	1
20	O=[N+]([O-])c1cccc(C(=S)N2CCN(c3ccccc3F)CC2)c1	-14	-3	0.5	-2	-5	8	-1	1	-5

2 records drawn at random from the list so far:
No.	structure	CHO-K1 Ca PAM	CHRM5 PAM	CRFBP-R2 agonist	TAAR1 antag	M4 PAM	CHRM5 antagonist	CRFR2-BP antag	TAAR1 ag	M5 ag
4	COc1ccc(C=CC(=O)c2ccc3cc(OC)c(OC)cc3c2)cc1OC	24	-9	-0.4	46	-4	3	13	12	2
9	COc1ccc(C)cc1CN(C)c1ccc(S(=O)(=O)N2CCN(C)CC2)cn1	-6	9	1.0	-22	7	-2	-2	0	-2

More records
No.	structure	CHO-K1 Ca PAM	CHRM5 PAM	CRFBP-R2 agonist	TAAR1 antag	M4 PAM	CHRM5 antagonist	CRFR2-BP antag	TAAR1 ag	M5 ag
21	O=C(OCn1nnc2ccccc2c1=O)c1cc(-c2ccccc2Cl)nc2ccccc12	24	4	4.6	-27	5	-4	-13	1	-1
22	CCc1ccc2c(c1)C(O)(CC(=O)c1cccs1)C(=O)N2 (centres undefined)	1	0	-1.2	2	1	9	15	2	2
23	O=C(NC(=S)N1CC=CCC1)c1ccccc1	18	1	-1.4	-15	8	0	-4	0	1
24	COc1cc(C(=O)NCc2nnc(SCC(=O)c3ccccc3)o2)cc(OC)c1OC	3	-1	-1.0	-19	-2	-1	-5	1	-4
25	COc1ccc(-c2noc(CN(C)Cc3ccc(C)o3)n2)cc1	19	-6	2.9	-7	18	15	7	-2	-6
26	CN(CCC1CCOCC1)C(=O)C1CCC(=O)N(CCc2ccc(Cl)cc2)C1 (centres undefined)	7	9	-0.7	-14	7	4	2	0	-2
27	CN(C)CCCN1C(=O)C2CCc3[nH]c4ccccc4c3C2C1=O (centres undefined)	-2	3	2.2	-20	5	9	-5	4	2
28	O=C(Nc1cccs1)Nc1ccccc1Cl	9	-4	3.7	1	4	2	15	23	1
29	O=S1(=O)CCOC[C@H](Cc2ccccc2)N1Cc1ccccc1	4	5	-0.3	-2	8	5	6	8	-2
30	CCn1c(COc2ccccc2C)nnc1SCC(=O)Nc1ccc2c(c1)OCCO2	1	-4	0.1	-7	-2	-3	-17	11	0

Whole records, looked up by structure. Values in the order: CHO-K1 Ca PAM	CHRM5 PAM	CRFBP-R2 agonist	TAAR1 antag	M4 PAM	CHRM5 antagonist	CRFR2-BP antag	TAAR1 ag	M5 ag
`O=S1(=O)CCOC[C@H](Cc2ccccc2)N1Cc1ccccc1` across the screens: 4	5	-0.3	-2	8	5	6	8	-2
`CCc1ccc2c(c1)C(O)(CC(=O)c1cccs1)C(=O)N2` (centres undefined) across the screens: 1	0	-1.2	2	1	9	15	2	2
`O=C(OCn1nnc2ccccc2c1=O)c1cc(-c2ccccc2Cl)nc2ccccc12` across the screens: 24	4	4.6	-27	5	-4	-13	1	-1
`COc1ccc(-c2noc(CN(C)Cc3ccc(C)o3)n2)cc1` across the screens: 19	-6	2.9	-7	18	15	7	-2	-6
`CCn1c(COc2ccccc2C)nnc1SCC(=O)Nc1ccc2c(c1)OCCO2` across the screens: 1	-4	0.1	-7	-2	-3	-17	11	0

Rewritten in transposed form: entries from further up
23: O=C(NC(=S)N1CC=CCC1)c1ccccc1
24: COc1cc(C(=O)NCc2nnc(SCC(=O)c3ccccc3)o2)cc(OC)c1OC

| Screen / compound no. | 23 | 24 |
| --- | --- | --- |
| CHO-K1 Ca PAM | 18 | 3 |
| CHRM5 PAM | 1 | -1 |
| CRFBP-R2 agonist | -1.4 | -1.0 |
| TAAR1 antag | -15 | -19 |
| M4 PAM | 8 | -2 |
| CHRM5 antagonist | 0 | -1 |
| CRFR2-BP antag | -4 | -5 |
| TAAR1 ag | 0 | 1 |
| M5 ag | 1 | -4 |

The list continues:
No.	structure	CHO-K1 Ca PAM	CHRM5 PAM	CRFBP-R2 agonist	TAAR1 antag	M4 PAM	CHRM5 antagonist	CRFR2-BP antag	TAAR1 ag	M5 ag
31	COc1ccc(CNC(=O)CCCn2c(=O)c3cccn3c3cccnc32)cc1	20	2	-1.4	14	0	0	-4	1	0
32	Cc1nn(C)cc1CNC(=O)c1ccc(Br)o1	1	-2	-0.3	-4	2	-1	1	13	0
33	Cn1c(=O)[nH]c(=O)c2c1nc(NCc1ccco1)n2CCCc1ccccc1	16	7	-2.2	-7	3	-7	-1	18	-1
34	Cc1cc2oc(=O)cc(CN3CCN(Cc4ccc5c(c4)OCO5)CC3)c2cc1C	-5	-8	2.3	21	-8	15	8	7	-10
35	Cc1ccc(NC(=O)CSCC(=O)NC2CCCCC2)cc1	28	5	-1.4	-29	7	-6	5	-2	-5
36	Cc1ccc(N2C(=O)CC(N3CCSCC3)C2=O)c(C)c1 (centres undefined)	0	-3	-0.1	3	5	13	-10	6	-3
37	CCc1ccc(CCC(=O)Nc2ccc(C(C)=O)cc2)o1	25	0	-2.8	19	0	5	22	1	-8
38	Cc1ccc(-c2noc(CSc3nnnn3C3CCCCC3)n2)cc1	13	-9	3.5	-22	-2	-2	3	0	-2
39	O=C(O)CSC1CC(=O)N(c2ccc(Cl)cc2)C1=O (centres undefined)	21	7	-1.6	7	17	-4	18	0	5
40	CC(=O)c1cccc(NC(=O)Cn2cnc(S(=O)(=O)N3CCc4ccccc43)c2)c1	10	-4	0.5	-11	12	7	-14	4	-3
41	CCOC(=O)C(NC(=O)c1ccc(OC)cc1)(N1CCCC1=O)C(F)(F)F (centres undefined)	10	-3	0.1	-8	-3	1	0	2	-1
42	CC(NS(=O)(=O)c1ccc2c(c1)c(=O)n(C)c(=O)n2C)C(=O)NC1CCCCC1 (centres undefined)	20	-4	2.9	-5	5	6	4	0	-5
43	O=c1[nH]c(SCc2ccc([N+](=O)[O-])cc2)nc2[nH]ncc12	14	-5	-0.8	3	2	-11	-11	3	0
44	Cc1ccc2cccc(S(=O)(=O)N3CCCc4ccccc43)c2n1	-3	-7	88*	-7	-5	14	-159	8	-1
45	CC(C)c1nc(CNC(=O)c2cc(COc3c(F)cccc3F)on2)cs1	-5	2	0.9	7	7	1	3	0	0
46	CC1(C(=O)NS(=O)(=O)c2ccccc2Cl)CCN1C(=O)CC(c1ccccc1)c1ccccc1 (centres undefined)	12	-1	nt	-4	4	4	nt	3	1
47	CCN(CC)S(=O)(=O)c1ccc2c(c1)CC(C(=O)N1CCCC1)N2C(C)=O (centres undefined)	16	-2	-1.8	-9	0	7	5	0	-2
48	O=C(CCn1cnc2ccccc21)N/N=C/c1ccccc1O	12	1	1.0	-6	-3	0	-10	36	-2
49	CCOc1ccc(OCC(=O)OC(C)C(=O)NC2CCCC2)cc1 (centres undefined)	9	0	-2.5	-16	2	-9	14	3	2
